Source: PubChem
ABCB6 inh 2: human ABCB6 transporter inhibition; fluorescence ratio to DMSO, % at 10 µM; AID 602162; Q9NP58; actives 0.19% (n = 360,000); K562-ABCB6 porphyrin accumulation, flow cytometry, 1 h; active compounds read low;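 active = fluorescence ratio to DMSO below 75%, the collection mean minus 3 SD; inconclusive = too few cells collected in the well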;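 also: signal is porphyrin accumulated inside mitochondria; 100% equals median channel fluorescence of DMSO control wells; lower ratio means ABCB6 inhibition with less porphyrin fluorescence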
CaV13 FRET inh: Disruptors of the CACNA1D IQ motif to Ca2+-dependent inactivation inhibitor domain association, primary screening, Förster resonance energy transfer in intact living …; AID 743397; inhibition, % at 12.3 µM; actives 0.098% (n = 340,000); HEK cells, CFP/YFP FRET ICDI-IQ, plate reader, 10 min; percent FRET-ratio fall versus neutral wells;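 active = mean replicate inhibition of at least 30% and at least 1% of replicates passing that level; inconclusive = only one of the two criteria is met; inactive = neither criterion is met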;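 also: 0% = median of the neutral control wells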
PDI inh: inhibitors of human protein disulfide isomerase | P07237 | PDI insulin aggregation turbidity, A650, 90 min | inhibition, % at 10 µM | actives 0.052% (n = 350,000);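 active = mean inhibition across replicates of 30% or more, whatever share of single replicates reach that level; inconclusive = mean inhibition below 30% while every single replicate reaches 30%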;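 also: absorbance from insulin aggregation driven by PDI reduction with DTT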
Vif imaging: HIV Vif inhibition | HEK293T cells, Vif self-association by quenched fluorescence, imaging, 24 h | actives 0.35% (n = 340,000) | inhibition, % at 7.49 µM; in the data active = inhibition above about 50%, passing the limit was not always enough; inconclusive = no clear call, values can overlap the other calls; inactive = below about 31%; also: some results filed as inactive read as strong as hits
MC4R barr agon: human MC4R agonism via beta-arrestin | activation, % at 8.9 µM | P32245 | U2OS MC4R beta-arrestin complementation, luminescence; percent of melanotan II response, DMSO zero | actives 0.98% (n = 360,000);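 active = activation above a per-plate cutoff, the mean activation of sample wells on that plate plus 3 SD, cut at about 8% in these data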
Target sequence (P32245 whole entry, looked up): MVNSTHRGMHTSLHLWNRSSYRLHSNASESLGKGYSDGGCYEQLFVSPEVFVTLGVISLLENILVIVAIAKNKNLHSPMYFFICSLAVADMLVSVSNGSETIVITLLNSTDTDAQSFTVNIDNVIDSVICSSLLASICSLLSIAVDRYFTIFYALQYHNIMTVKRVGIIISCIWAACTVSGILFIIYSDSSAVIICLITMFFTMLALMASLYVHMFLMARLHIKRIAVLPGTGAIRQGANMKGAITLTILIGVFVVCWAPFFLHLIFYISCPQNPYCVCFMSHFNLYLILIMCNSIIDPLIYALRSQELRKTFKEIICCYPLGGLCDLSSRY
Cardio protect: protects H9c2 cardiomyocytes from peroxide injury; actives 0.63% (n = 360,000); protection from H2O2 cell death, % at 20 µM; AID 588492; H2O2 injury protection, ATPLite, 2 h;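 active = compounds giving at least 50% protection of heart cells from peroxide-induced death in the single-dose screen, raw or plate-pattern-corrected value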;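 also: 0% = DMSO wells with peroxide and 100% = DMSO wells without peroxide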
aDG glyco up: increases alpha dystroglycan glycosylation | Pro5-aDG cells, alpha-DG glycosylation AlphaScreen (IIH6); 0% Pro5, 100% B10-LARGE cell signal | activation, % at 10 µM | actives 0.22% (n = 360,000) | AID 624168;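 active = activation of at least 8% versus controls, or a plate z-score of at least 8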;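 also: Pro5 are CHO cells carrying HIG-tagged alpha-DG that lacks glycosylation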
Glyco luc inh: blocks N-linked glycosylation in D54 reporter cells | D54 ERlucT glycosylation luciferase reporter, 24 h; percent of 100 nM tunicamycin response | reporter increase, % at 12.5 µM | actives 0.23% (n = 360,000);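 active = mean luciferase reporter signal, scaled so untreated is 0 and the glycosylation-blocking control 100, at or above a set limit in every replicate; inconclusive = mean reaches the limit but not every replicate does; inactive = mean below the limit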;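 also: luciferase carries N-glycosylation sites so blocking glycosylation raises the light; 0% = median of neutral control wells and 100% = median of 100 nM tunicamycin wells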
MC4R antagonist: human MC4R antagonism in cAMP assay; MC4R-expressing cells, MTII-stimulated cAMP, LANCE TR-FRET; inhibition, % at 6.5 µM; actives 0.48% (n = 360,000); AID 540295;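 active = inhibition above its plate's cutoff, the mean of tested wells on that plate plus 3 SD, cut at about 29% in these data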;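 also: 0% = Melanotan II alone and 100% = Melanotan II plus saturating MCL0020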
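Material – human MC4R-expressing U2OS cells · Repeats – no replicates · Detection – TR-FRET with Eu-cAMP and labeled anti-cAMP, 671 nm · Times – compound 30 min, challenge 1 h, detection 1 h · Compound – single nominal compound dose of 6.5 µM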
m5-HT2A agonist: agonists of mouse serotonin 5-HT2A receptor (HTR2A). CHO-K1 mHTR2A beta-arrestin complementation, luminescence; percent of 30 µM serotonin response. P35363. actives 0.66% (n = 360,000). AID 624169. activation, % at 7.6 µM;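 active = activation above a run cutoff, the mean activation of all tested compounds plus 3 SD, cut at about 14% in these data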;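 also: 0% = plate median of compound wells and 100% = 30 µM serotonin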
Target sequence (P35363 whole entry, looked up): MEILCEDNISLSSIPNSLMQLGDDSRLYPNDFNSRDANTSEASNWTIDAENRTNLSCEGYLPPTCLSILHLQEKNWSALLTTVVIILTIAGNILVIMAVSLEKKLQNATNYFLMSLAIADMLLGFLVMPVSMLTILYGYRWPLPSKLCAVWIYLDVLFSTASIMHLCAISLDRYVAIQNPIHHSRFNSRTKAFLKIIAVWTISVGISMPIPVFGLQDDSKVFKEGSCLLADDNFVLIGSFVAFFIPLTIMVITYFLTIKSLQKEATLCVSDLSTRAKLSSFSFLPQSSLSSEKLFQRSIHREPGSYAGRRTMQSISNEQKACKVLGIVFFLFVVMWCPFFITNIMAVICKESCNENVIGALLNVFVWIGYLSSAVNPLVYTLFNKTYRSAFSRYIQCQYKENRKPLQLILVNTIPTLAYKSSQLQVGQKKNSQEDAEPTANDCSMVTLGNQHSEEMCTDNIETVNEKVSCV
Active calls of the source: *; ? = inconclusive; . = no result given.

SMILES	ABCB6 inh 2	CaV13 FRET inh	PDI inh	Vif imaging	MC4R barr agon	Cardio protect	aDG glyco up	Glyco luc inh	MC4R antagonist	m5-HT2A agonist
Cc1ccc(CSc2nnc(-c3ccccn3)n2N)cc1	98	-21	-10	-8	-0.4	2	0.2	9	10	0
O=C(NCc1ccc(Cl)cc1)C1CCN(S(=O)(=O)c2ccccc2)CC1	98	.	-1	7	-1.1	1	0.0	-2	2	-4
CCOC1=C2[C@@H](CN(S(=O)(=O)c3ccc(C)cc3)[C@H]2c2cccc3ccccc23)[C@H]2C(=O)N(Cc3ccccc3)C(=O)[C@H]2C1	101	-5	.	.	.	0	0.0	-5	.	4
Cc1ccc(C)c(NC(=O)Cn2nc([N+](=O)[O-])c(Br)c2C)c1	98	-4	-8	-13	1.3	-4	0.2	0	5	-3
CC(C)Cc1nn2c(N)c(/C=C3\C=Nc4ccccc43)c(=O)nc2s1	96	22	-4	1	2.9	-6	-0.3	2	12	10
Cc1cc(C(=O)OCC(=O)NNC(=O)c2cccs2)ccc1[N+](=O)[O-]	95	-6	1	-12	-3.3	-7	-0.1	1	0	8
CCN1C(=O)C(O)(CC(=O)c2ccc3c(c2)OCCO3)c2ccccc21 (stereo not drawn)	93	-3	-3	4	-1.7	-2	0.0	1	-3	3
CCCCCCNC(=O)c1cc(-c2ccco2)nc2ccccc12	97	-5	-4	8	1.1	-8	0.1	-2	14	8
Cc1cccc(Cl)c1NC(=O)NCCCN1CCCCC1C (stereo not drawn)	99	-10	.	-2	.	-2	-0.1	0	.	2
COc1ccc(NC2CCCN(C(=O)CCc3scnc3C)C2)cc1 (stereo not drawn)	83	-6	3	1	-2.9	-4	0.0	3	-4	4
Cc1c(OCC(=O)NCCCN2CCOCC2)ccc2c(-c3ccccc3)cc(=O)oc12	95	-7	-5	4	-2.1	26	0.2	-1	2	-8
CCCNS(=O)(=O)c1cccc(C(=O)NNC(=O)c2cc(C)oc2C)c1	105	-6	-1	5	-4.2	-1	-0.3	0	9	-2
Cc1ccc(-c2ccc(=O)n(CCC(=O)NCc3ccccn3)n2)cc1	113	.	-3	-5	0.1	1	-0.1	3	2	-2
COc1ccccc1C(=O)NCC(=O)N/N=C(\C)Cc1ccccc1	94	-4	-3	-5	-4.2	1	-0.1	3	-4	2
Cc1ccc(NC(=O)CN2C(=O)S/C(=C/c3ccncc3)C2=O)cc1	93	-5	-7	4	-2.3	-3	0.1	4	9	3
COCCNC(=O)C1(C)CCN(Cc2csc(-c3ccc(Cl)cc3)n2)C1 (stereo not drawn)	85	-12	-5	-10	-1.6	-4	-0.2	0	0	4
COC(=O)CC1=NN(c2ccccc2)C(=O)C1	98	-25	0	1	-1.4	2	1.6	3	9	-2
CCC(C)n1c(SCc2ccc([N+](=O)[O-])cc2)nc2ccsc2c1=O (stereo not drawn)	96	-5	-21	-8	-2.1	-2	-0.1	-7	10	-4
COc1cc(C2NC(=O)NC(C)=C2C(=O)Nc2cccc(C)c2C)cc(OC)c1OC (stereo not drawn)	92	-4	-1	7	-0.8	-5	0.2	-1	3	10
COc1cccc(NC(=O)CSc2nncn2N)c1	90	.	8	7	-1.0	12	-0.1	3	3	-4
O=C(CSc1nnc(Cc2cccs2)n1-c1ccccc1)NC1CCCCC1	83	.	11	-23	0.0	4	-0.2	-2	3	4
CN(C)S(=O)(=O)Nc1cccc(NC(=O)CC23CC4CC(CC(C4)C2)C3)c1	84	-13	-4	.	-2.0	-3	0.0	-1	-3	-9
Fc1ccc(C2CC(c3cccs3)=NN2C(=S)Nc2ccccc2)cc1 (stereo not drawn)	97	-3	-4	-15	-2.0	6	-0.6	-3	-4	-1
CN(C)CCCN(C(=O)c1ccco1)c1nc2ccc(Br)cc2s1	96	-2	6	3	1.2	3	0.4	1	22	-10

Structural class: those above containing bromine.
SMILES	ABCB6 inh 2	CaV13 FRET inh	PDI inh	Vif imaging	MC4R barr agon	Cardio protect	aDG glyco up	Glyco luc inh	MC4R antagonist	m5-HT2A agonist
Cc1ccc(C)c(NC(=O)Cn2nc([N+](=O)[O-])c(Br)c2C)c1	98	-4	-8	-13	1.3	-4	0.2	0	5	-3
CN(C)CCCN(C(=O)c1ccco1)c1nc2ccc(Br)cc2s1	96	-2	6	3	1.2	3	0.4	1	22	-10

Single records, from the list above. Screens in order: ABCB6 inh 2 | CaV13 FRET inh | PDI inh | Vif imaging | MC4R barr agon | Cardio protect | aDG glyco up | Glyco luc inh | MC4R antagonist | m5-HT2A agonist
`CN(C)CCCN(C(=O)c1ccco1)c1nc2ccc(Br)cc2s1` reads 96 | -2 | 6 | 3 | 1.2 | 3 | 0.4 | 1 | 22 | -10
`COc1cc(C2NC(=O)NC(C)=C2C(=O)Nc2cccc(C)c2C)cc(OC)c1OC` (stereo not drawn) reads 92 | -4 | -1 | 7 | -0.8 | -5 | 0.2 | -1 | 3 | 10
`Cc1ccc(-c2ccc(=O)n(CCC(=O)NCc3ccccn3)n2)cc1` reads 113 | . | -3 | -5 | 0.1 | 1 | -0.1 | 3 | 2 | -2
`COCCNC(=O)C1(C)CCN(Cc2csc(-c3ccc(Cl)cc3)n2)C1` (stereo not drawn) reads 85 | -12 | -5 | -10 | -1.6 | -4 | -0.2 | 0 | 0 | 4

Later entries
SMILES	ABCB6 inh 2	CaV13 FRET inh	PDI inh	Vif imaging	MC4R barr agon	Cardio protect	aDG glyco up	Glyco luc inh	MC4R antagonist	m5-HT2A agonist
CCOC(=O)Cn1c(N)c(C(=O)OC)sc1=S	102	-8	-2	.	2.1	-1	-0.2	1	17	3
Cc1ccc(NC(=O)COC(=O)C2=NN(c3ccccc3)C(=O)CC2)c(Br)c1	98	-6	2	-2	-1.9	5	0.0	3	-2	2
COc1cc(S(=O)(=O)NCCOC23CC4CC(CC(C4)C2)C3)c(OC)cc1Cl	94	-18	13	0	1.4	-28	1.2	-5	2	-1
NC(=O)CSc1nc2ccc([N+](=O)[O-])cc2[nH]1	96	3	-1	-6	-2.5	7	0.0	2	4	1
CC(/C=N/NC(=O)CSc1nnc(SCc2ccccc2)s1)=C\c1ccco1	105	-16	9	-1	-0.8	-4	-0.1	11	1	-6
O=C(NCc1ccc(Cl)cc1)C1C2C=CC3(CN(Cc4cccnc4)C(=O)C13)O2 (stereo not drawn)	98	-7	-5	2	-0.4	4	0.0	0	15	0
COc1ccc(S(=O)(=O)N2CCC(NC(=O)c3cccnc3)CC2)cc1	98	-5	2	3	-1.4	0	-0.1	1	-4	1
O=C(c1ccc2c3c(cccc13)CC2)N1CCOCC1	97	.	4	-5	-0.5	7	0.0	1	14	-2
CC(=O)Nc1ccc(C(=O)Nc2ccc(S(=O)(=O)Nc3nccc(C)n3)cc2)cc1	98	-22	3	11	-1.6	1	0.0	-1	-2	1
O=C(Nc1ccc(C(=O)O)cc1)/C(=C\c1ccc2c(c1)OCO2)NC(=O)c1ccc(Br)o1	98	-4	-4	0	-0.1	-3	0.5	2	1	2
COc1cc(C(=O)OCC(=O)N2CCCCC2C)ccc1OCc1c(C)noc1C (stereo not drawn)	96	-6	-1	2	-3.1	3	0.0	-2	-12	-1
O=C(c1ccc(S(=O)(=O)N2CCCC2)cc1)N(c1ccc(F)cc1)C1C=CS(=O)(=O)C1 (stereo not drawn)	101	-3	-2	10	-2.1	4	-0.3	-1	10	-1
CCNC(=O)C1(C)CCCN(C(=O)c2cc(C)n(C(C)(C)C)n2)C1 (stereo not drawn)	96	-6	-3	20	-1.2	2	-0.2	1	9	-1
N/C(=N\c1nc2c(c(=O)[nH]1)CCCC2)Nc1ccc(Oc2ccccc2)cc1	90	-11	-12	-10	0.2	-8	0.4	5	-1	0
CC(=O)Nc1ccc(NC(=O)CSc2ncnc3c2cnn3Cc2ccccc2)cc1	104	-4	-6	-2	-1.5	1	0.0	-1	7	4
O=C(CCc1ccccc1)N=C1SC2CS(=O)(=O)CC2N1Cc1ccccc1 (stereo not drawn)	95	-7	-11	-3	8.9*	1	0.4	-2	9	-5
COc1cccc(CC(=O)Nc2nccs2)c1	102	-5	-3	-2	-1.3	2	-0.1	2	-2	-1
O=C(COC(=O)c1ccccc1O)NC1CCCc2ccccc21 (stereo not drawn)	100	-5	-4	-2	7.6	6	-0.2	-1	5	-3
CC12CCC3C(CCC4CC(O)CCC43C)C1CC(O)C2 (stereo not drawn)	88	-11	-9	-8	2.5	50*	-0.4	-2	3	1
Cc1onc(-c2ccccc2)c1-c1csc(COc2ccccc2)n1	101	-4	2	0	1.0	-6	0.1	-3	15	2
Cc1cc(C(O)c2ncc(-c3ccccc3)[nH]2)ccc1F (stereo not drawn)	104	.	-2	.	1.1	-14	0.0	-1	-6	4
COc1ccc(NC(=O)CN2C(=O)NC(C)(c3ccccc3)C2=O)cn1 (stereo not drawn)	101	-10	-4	-5	-2.0	0	-0.1	2	-1	1
CCC(C)C(=O)Nc1nnc(SCC(=O)Nc2ccc(F)cc2)s1 (stereo not drawn)	100	-7	0	9	-3.0	0	0.3	0	13	-2
Cc1cccc(N2C(=O)CC(N3CCC(c4nc5ccccc5[nH]4)CC3)C2=O)c1 (stereo not drawn)	100	-5	-4	?	-3.0	-5	-0.1	-2	-6	3
